KCNK9 inh: inhibitors of human KCNK9 two-pore domain potassium channel; B-score at 10 µM; Q9NPC2; 310,000 tested, 1.2% active; HEK293 KCNK9, FluxOR thallium flux fluorescence; hits give low values; AID 488922;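 active = ratio B-score over 3 SD below the library mean, with starting fluorescence within 5 SD of its mean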;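 note: negative B-score means less thallium flux so channel inhibition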
KCNQ1 inh: inhibitors of human KCNQ1 potassium channel. P51787. CHO-K1 KCNQ1, FluxOR thallium flux fluorescence; hits give high values. B-score at 10 µM. 310,000 tested, 1.3% active;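 active = compounds whose thallium flux B-score, printed positive for inhibition, exceeds three library SD while starting fluorescence stays within three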;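 note: channel opened by potassium depolarization with thallium stimulus after 20 min compound exposure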
KCNK3 block: human KCNK3 channel inhibition, primary screen. 340,000 tested, 0.84% active. B-score at 10 µM. CHO-KCNK3 thallium flux, FluxOR fluorescence; hits give low values. O14649. AID 602410;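 active = B-score under library mean minus 4 SD, starting fluorescence ratio at most library mean plus 5 SD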;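 note: more negative B-score means stronger inhibition of thallium flux through KCNK3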
ANO1 activ: activators or potentiators of mouse TMEM16A chloride channel; 340,000 tested, 0.3% active; B-score at 10 µM; Q8BHY3; HEK293 TMEM16A/YFP-H148Q/I152L, iodide quench fluorescence; hits give low values;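 active = fluorescence-ratio B-score plate-corrected deviation score at least 3 library SD below zero, with starting fluorescence score within 5 deviations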;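 note: channel opened by trigger with iodide after compound preincubation; score built on the fluorescence ratio of max minus min over baseline; more negative score means more quench and so TMEM16A activation or potentiation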
Target sequence (Q8BHY3 whole entry, looked up): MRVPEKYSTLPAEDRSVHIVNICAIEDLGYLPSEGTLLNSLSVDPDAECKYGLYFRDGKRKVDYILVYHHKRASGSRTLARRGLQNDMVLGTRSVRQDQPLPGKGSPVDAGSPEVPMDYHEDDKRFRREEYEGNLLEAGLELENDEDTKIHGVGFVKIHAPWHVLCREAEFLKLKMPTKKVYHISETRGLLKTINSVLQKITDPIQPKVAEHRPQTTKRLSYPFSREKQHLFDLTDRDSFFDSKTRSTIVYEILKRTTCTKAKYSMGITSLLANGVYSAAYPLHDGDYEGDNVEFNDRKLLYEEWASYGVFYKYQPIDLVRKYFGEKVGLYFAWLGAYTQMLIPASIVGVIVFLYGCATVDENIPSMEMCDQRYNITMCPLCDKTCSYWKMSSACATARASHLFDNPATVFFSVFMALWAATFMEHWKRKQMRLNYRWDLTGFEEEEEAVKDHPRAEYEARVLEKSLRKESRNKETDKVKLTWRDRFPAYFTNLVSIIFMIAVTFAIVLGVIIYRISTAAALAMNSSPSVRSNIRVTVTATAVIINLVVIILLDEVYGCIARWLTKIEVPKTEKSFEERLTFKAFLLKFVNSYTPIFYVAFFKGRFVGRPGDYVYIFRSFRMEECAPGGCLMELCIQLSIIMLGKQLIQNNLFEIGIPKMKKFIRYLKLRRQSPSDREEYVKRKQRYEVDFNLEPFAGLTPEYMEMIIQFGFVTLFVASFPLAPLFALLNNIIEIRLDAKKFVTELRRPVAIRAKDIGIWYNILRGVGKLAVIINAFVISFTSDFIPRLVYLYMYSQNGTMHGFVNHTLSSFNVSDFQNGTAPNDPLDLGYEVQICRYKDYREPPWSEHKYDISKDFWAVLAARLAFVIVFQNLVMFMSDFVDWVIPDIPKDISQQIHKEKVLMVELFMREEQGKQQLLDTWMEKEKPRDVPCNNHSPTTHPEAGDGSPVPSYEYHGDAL
SKKanGAS inh: blocks kanamycin growth of S. pyogenes SKKanGAS strain; BacTiter-Glo, 6 h; inhibition, % at 7.5 µM; 300,000 tested, 1.3% active;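 active = mean replicate score, as percent of positive control median, at least 50; inconclusive = mean below 50 but one replicate at or above 50; inactive = mean and every replicate below 50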;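 note: strain carries kanamycin resistance gene driven by streptokinase promoter and grows in 40 µg/ml kanamycin; loss of luminescence reflects streptokinase promoter inhibition or plain growth inhibition; 0% = median of DMSO wells and 100% = positive control at its reference dose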
HDAC3 inhib: human HDAC3 inhibition; inhibition, % at 8.3 µM; recombinant HDAC3, fluorogenic peptide/trypsin coupled, fluorescence; AID 2718; O15379; 320,000 tested, 0.15% active; in the data active = inhibition above about 26%, passing the limit was not always enough; inconclusive = no clear call, values can overlap the other calls
KCNQ1 act: potentiators or activators of human KCNQ1 potassium channel | P51787 | CHO-K1 KCNQ1, thallium flux FluxOR fluorescence; hits give high values | B-score at 10 µM | 310,000 tested, 0.35% active;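 active = fluorescence ratio B-score, a plate-corrected score, at least three library SD, with initial intensity B-score within 5 SD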
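Medium – assay buffer, equal DMSO in all wells · Material – CHO-K1 cell line with stable KCNQ1 potassium channel expression · Signal – kinetic FluxOR thallium fluorescence, 10-s 1-Hz baseline, 110-s post-stimulus read · Compound – single concentration per compound, DMSO matched to controls · Schedule – 37 °C overnight plating, 90-min dark dye load, 20-min compound pretreatment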
RGS4 act: potentiators or activators of RGS4; HEK293 M3R/inducible RGS4, carbachol calcium flux Fluo4; hits give low values; B-score at 10 µM; 310,000 tested, 0.92% active; AID 463111;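 active = B-score of the integrated calcium signal more than 4 SD below the library mean, with starting fluorescence not abnormally high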;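 note: negative B-score means reduced calcium response which marks RGS4 activation or potentiation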
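Assay system: Inducible-RGS4 HEK293 cells carrying M3 receptor | Schedule: Compound preincubation 20 min at room temperature before agonist | Signal: Kinetic calcium fluorescence imaging with Fluo4-AM dye, 2 µM | Read-out basis: B score from integrated fluorescence ratio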
TMEM16A inh: inhibitors of mouse TMEM16A calcium-activated chloride channel; normalized B-score (activity score, 25-100; higher = stronger inhibition) at 10 µM; 310,000 tested, 1.2% active; HEK293 TMEM16A/YFP iodide influx fluorescence, ionomycin; Q8BHY3;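 active = ratio plate-corrected score three or more library SD toward inhibition, starting fluorescence score within five deviations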;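 note: score derived from kinetic fluorescence span divided by baseline fluorescence per well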
RGS4 block: inhibitors of human RGS4 | B-score at 10 µM | P49798 | HEK293 M3R/RGS4 inducible, Fluo-4 calcium flux; hits give high values; triggered by carbachol at its EC20 | 310,000 tested, 0.45% active;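 active = B-score, a plate-corrected calcium signal, over three deviations above library mean, with baseline fluorescence within five deviations of library mean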;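 note: RGS4 expression induced by doxycycline in cells with stable M3 receptor; B-score is computed from the integrated fluorescence ratio over baseline after carbachol; higher B-score means a larger calcium signal and so more RGS4 inhibition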
hERG protect: compounds protecting human hERG from proarrhythmic drug block. 310,000 tested, 0.51% active. Q12809. activation (rescue from dofetilide block), less the hit threshold, % at 10 µM. CHO-hERG, FluxOR thallium flux, dofetilide IC70 present;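 active = activation above the mean of controls blocked by dofetilide plus 5 SD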;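 note: thallium influx through hERG after potassium depolarization seen as dye fluorescence rise; in these data hits start at about 4.7%; inactives centre near -7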
Numbers without * were called inactive; i = inactive; ? = inconclusive; / = not tested or not shown.

SMILES	KCNK9 inh	KCNQ1 inh	KCNK3 block	ANO1 activ	SKKanGAS inh	HDAC3 inhib	KCNQ1 act	RGS4 act	TMEM16A inh	RGS4 block	hERG protect
O=C(COC(=O)C1CCC(=O)N1)Nc1ccc(Cl)cc1Cl (stereo not given)	i	i	i	i	2	0	i	i	i	i	-11
Cc1ccc(-c2cc(C(=O)N(C)Cc3cnn(C)c3C)c3cc(Br)ccc3n2)cc1	i	i	i	i	2	5	i	i	i	i	-8
CCn1cc(C(=O)Nc2ccccc2C(=O)OC)cn1	i	i	i	i	-7	0	i	i	i	i	-6
COc1ccc(CN(C(=O)c2ccco2)c2ccc(Br)cc2)cc1OC	i	i	i	i	-2	1	i	i	i	i	-9
Cc1cccc(C(=O)Nc2cccc(OCC(=O)O)c2)c1	i	i	i	i	4	1	i	i	i	i	-9
O=C(Nc1ccc2c(c1)CCC2)c1ccccc1Br	i	i	i	i	23	/	i	i	i	i	-12
CN(C)CCN1C(=O)NC(C)(c2ccc([N+](=O)[O-])cc2)C1=O (stereo not given)	i	i	i	i	-9	-8	i	i	i	i	-17
CCC1CCCCN1Cc1nc(Cc2ccccc2Cl)no1 (stereo not given)	i	i	i	i	8	1	i	i	i	i	-10
O=C(NCc1ccc(F)cc1)C1CCN(S(=O)(=O)N2CCCCC2)CC1	i	i	i	i	1	-2	i	i	i	i	-9
CCOC(=O)N1CCC(n2c(SCC(=O)Nc3nccs3)nc3ccsc3c2=O)CC1	i	i	i	i	4	-3	i	i	i	i	-16
CC(C)(C)C(=O)/C=c1\[nH]c(=O)/c(=C\c2ccc(F)cc2)s1	-8*	i	i	i	4	?	i	i	i	i	-11
Cn1c(N)c(C(=O)COC(=O)c2ccc(Cl)nc2)c(=O)n(C)c1=O	i	i	i	i	14	5	i	i	i	i	-9
COc1cccc(N2C(=O)CC(Nc3ccc(N4CCOCC4)cc3)C2=O)c1 (stereo not given)	i	i	i	i	4	1	i	i	i	i	4
CCOC(=O)c1c(NC(=O)CSc2nnc(-c3c[nH]c4ccccc34)n2CCOC)sc2c1CCCCC2	i	i	i	i	25	13	i	i	i	i	-6
O=C(Cc1ccccc1F)Nc1ccc(SC(F)F)cc1	i	i	i	i	-5	7	i	i	i	i	-6
O=C(CCn1cnc2ccccc2c1=O)Nc1cccc(Cl)c1	i	i	i	i	-6	-10	i	i	i	i	-6
COc1ccc(OC)c(C2=NOC(C(=O)NCc3cccnc3)C2)c1 (stereo not given)	i	i	i	i	-6	?	i	i	i	i	0
Cc1ccc2c(c1)sc1nc(=O)n(-c3ccc(Cl)cc3)c(=O)n12	i	i	i	i	3	7	i	i	i	i	-4
CCOC(=O)c1cnc(-n2nc(C)cc2C)nc1Oc1ccc(C#N)cc1	i	i	i	i	-1	-4	i	i	i	i	-2
COc1ccc(C(C)=O)cc1CSc1nc2ccccc2c(=O)n1-c1ccccc1C	-9*	i	i	i	3	-4	i	i	i	i	-5
Cc1cc(Nc2ccc(Cl)cc2)nc(N)n1	i	i	i	i	7	4	i	i	i	i	-13
COc1ccccc1/C=C/C(=O)NCCC1=CCCCC1	i	i	i	i	-4	15	i	i	i	i	-1
O=C(O)CCCNS(=O)(=O)c1ccc2c(c1)OCCCO2	i	i	i	i	3	-2	i	i	i	i	-7
CCC(C(=O)NCCCN1CC(C)CC(C)C1)n1ncn2c(cc3occc32)c1=O (stereo not given)	i	i	i	i	-9	-3	i	i	i	i	-1
COc1cc2[nH]c(=O)n(CCC(=O)N3CCN(Cc4ccccc4)CC3)c(=O)c2cc1OC	i	i	i	i	-1	-5	i	i	i	i	-12
CCCc1ccc(C(=O)NNc2ccccc2F)cc1	i	i	i	i	-5	-1	i	i	i	i	-7
CCN1CCN(c2nnc(-c3ccc(F)cc3)c3ccccc23)CC1	i	i	i	i	0	5	i	i	i	i	-6
CCOC(=O)C1CCN(C(=O)COC(=O)C2CCN(S(=O)(=O)c3ccc(C)c(C)c3)CC2)CC1	i	i	i	i	-3	0	i	i	i	i	-10
O=c1cc(-c2ccc3c(c2)OCCO3)oc2ccc(Cl)cc12	i	i	i	i	2	0	i	i	i	i	-5
c1n[nH]c(SCCCCSc2ncn[nH]2)n1	i	i	i	i	-3	1	i	i	i	i	-6
Cc1ccc2sc(N(CCCN(C)C)C(=O)c3nc4ccccc4s3)nc2c1C	i	i	i	i	8	-4	i	i	i	i	-11
COC(=O)c1ccc(NC(=O)N2CCCC(C(=O)c3ccccc3OC)C2)cc1 (stereo not given)	i	i	i	i	3	1	i	i	i	i	-16
O=C(Oc1c(Cl)cc(Cl)c2cccnc12)N1CCCCC1	i	i	i	i	-5	-11	i	i	i	i	-9
CCCn1c(SCC(=O)NCc2ccccc2)nnc1-c1ccncc1	i	i	i	i	-1	0	i	i	i	i	-7
CC(C)CC(C(=O)O)C(C)CC(=O)Nc1ccn(-c2ccccc2)n1 (stereo not given)	i	i	i	i	-4	2	i	i	i	i	-1
NC(N)=NCCC[C@H](NC(=O)OCc1ccccc1)C(=O)O	i	i	i	i	-4	-1	i	i	i	i	1
CCOC(=O)C1=C(O)CSC1=Nc1ccc(Cl)cc1	i	i	i	i	4	-1	i	i	i	i	-10
COc1ccc([N+](=O)[O-])cc1NC(=S)Nc1ccccc1	i	i	i	i	6	1	i	i	i	i	-11
COc1cccc(NC(=O)CN2C(=O)NC(C)(CCC(C)C)C2=O)c1 (stereo not given)	i	i	i	i	-2	4	i	i	i	i	-6
CCc1nn(C)c(-c2n[nH]c(=S)n2N)c1Cl	i	i	i	i	5	7	i	i	i	i	-4
COC1=C(Nc2ccc(O)cc2)C(=O)c2ccccc2C1=O	i	i	i	i	12	10	i	i	i	i	-3
O=C(CSc1nnc(CNC(=O)c2cccs2)o1)NCc1ccc(F)cc1	i	i	i	i	0	-2	i	i	i	i	-3
CC(C)(C)c1ccc(COC(=O)CN2C(=O)NC3(CCCC3)C2=O)cc1	i	i	i	i	-5	1	i	i	i	i	-19
Cc1ccc(OCC(=O)N(Cc2ccccc2)C(C)(C)C)c([N+](=O)[O-])n1	i	i	i	i	-3	0	i	i	i	i	-9
COc1ccccc1CN1CC(C(=O)NC2CCOCC2)CCC1=O (stereo not given)	i	i	i	i	1	1	i	i	i	i	-9
CC(=O)Nc1ccc(NC(=O)Nc2ccc(C)c(C)c2)cc1	i	i	i	i	-3	7	i	i	i	i	0
O=C(Nc1ccc(NC(=O)c2cc3ccccc3o2)cc1)c1ccc2c(c1)OCCO2	i	i	i	i	6	-4	i	i	i	i	-15
COc1cccc(C(=O)NCCS(=O)(=O)NCc2ccco2)c1	i	i	i	i	-4	-1	i	i	i	i	-5
CCC(C)NC(=S)N(Cc1cc2cc(C)ccc2n2nnnc12)CC(C)(C)NC(C)C (stereo not given)	i	i	i	i	-3	1	i	i	i	i	-1
CC1Oc2ccccc2C=C1/C=N/NC(=O)c1ccccc1 (stereo not given)	i	i	i	i	-6	9	i	i	i	i	-16
CC(C)(C)N(Cc1cc2ccccc2[nH]c1=O)C(=O)c1cccnc1	i	i	i	/	-2	-8	i	i	i	i	-8
CCN(CC)CCNc1ncnc2c1sc1nc(N3CCCC3)c3c(c12)CC(C)(C)OC3	i	i	i	i	0	7	8*	i	i	i	-14
CCOC(=O)C1CCCN(C(=O)CN2C(=O)COc3ccc(C(C)(C)C)cc32)C1 (stereo not given)	i	i	i	i	5	9	i	i	i	i	-14
CCOC(=O)c1c(C)n(C)c2ccc(OCC(O)CN3C(=O)c4ccccc4S3(=O)=O)cc12 (stereo not given)	i	i	i	i	3	-2	i	i	i	i	-14
Cc1cc(Cn2nc(-c3ccccc3)cc2C(=O)NCc2cccc(Br)c2)on1	i	i	i	i	40	3	i	i	i	i	-9
CCN1CCN(CCC(=O)Nc2ccc3c(c2)OCO3)CC1	i	i	i	i	1	3	i	i	i	i	-6
CCN(C(=O)COC(=O)c1ccccc1NC(=O)c1ccco1)C1CCS(=O)(=O)C1 (stereo not given)	i	i	i	i	-14	-2	i	i	i	i	-14
COc1cc(/C=C(\C#N)C(N)=O)ccc1OS(=O)(=O)c1ccc(C)cc1	i	i	i	i	-2	/	i	i	i	4.9*	-16
Cc1ccccc1C1CC(c2ccc(F)cc2)Nc2nc(N)nn21 (stereo not given)	i	i	i	i	3	-1	i	i	i	i	-8
COc1ccc(/C=N/N2CCOCC2)cc1O	i	i	i	i	-1	2	i	i	i	i	-5

(continued)
SMILES	KCNK9 inh	KCNQ1 inh	KCNK3 block	ANO1 activ	SKKanGAS inh	HDAC3 inhib	KCNQ1 act	RGS4 act	TMEM16A inh	RGS4 block	hERG protect
CCN(CC(=O)NCc1cccs1)C(=O)c1ccccc1Cl	i	i	i	i	-5	2	i	i	i	i	-8
N#Cc1ccccc1OCC(=O)N1CCc2ccccc2C1	i	i	i	i	-14	-10	i	i	i	i	-4
Cc1cccc(C(OC(=O)c2ccco2)C(=O)NCc2ccccc2)n1 (stereo not given)	i	i	i	i	-1	-4	i	i	i	i	-7
CCCc1cc(=O)oc2cc(OCC(=O)NCCc3c[nH]c4ccccc34)ccc12	i	i	i	i	12	3	i	i	i	i	-3
CCCCOc1ccc(/C(N)=N/O)cc1	i	i	i	i	0	-1	i	i	i	i	-5
COC(=O)c1c(-c2ccc(F)cc2)noc1N	i	i	i	i	-8	-1	i	i	i	i	-4
COC(=O)c1ccccc1NC(=O)[C@@H]1CCC(=O)N1C1OC(=O)c2c1ccc(OC)c2OC (stereo not given in full)	i	i	i	i	1	2	i	i	i	i	-3

Part of the list above, reformatted.
| molecule | KCNK9 inh | KCNQ1 inh | KCNK3 block | ANO1 activ | SKKanGAS inh | HDAC3 inhib | KCNQ1 act | RGS4 act | TMEM16A inh | RGS4 block | hERG protect |
| --- | --- | --- | --- | --- | --- | --- | --- | --- | --- | --- | --- |
| N#Cc1ccccc1OCC(=O)N1CCc2ccccc2C1 | i | i | i | i | -14 | -10 | i | i | i | i | -4 |
| Cc1cccc(C(OC(=O)c2ccco2)C(=O)NCc2ccccc2)n1 (stereo not given) | i | i | i | i | -1 | -4 | i | i | i | i | -7 |
| CCCc1cc(=O)oc2cc(OCC(=O)NCCc3c[nH]c4ccccc34)ccc12 | i | i | i | i | 12 | 3 | i | i | i | i | -3 |

Bioassay records from PubChem BioAssay.
